Platelet DG rel – inhibitors of platelet dense granule secretion, primary screen, cell-based, MLPCN, human platelets; human platelet-rich plasma, SFLLRN dense granule ATP release, luminescence; inhibition, %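 (compounds screened at 7.5 µM in platelet-rich plasma)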; 0.22% of 300,000 active;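 active = mean replicate score, as percent of positive control, at or above 50; inconclusive = mean below 50 but at least one replicate at or above 50; inactive = mean and every replicate below 50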
IEC-6 tox – cytotoxicity in IEC-6 intestinal epithelial cells, primary screen, cytotoxicity control for KLF5 inhibitor project, cell-based, luminescence; inhibition, % at 5 µM; 0.78% of 290,000 active; IEC-6 cytotoxicity, luminescence viability; AID 1825, 2009; in the data active = inhibition above about 22%;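 also: 0% = plate median of test compound wells and 100% = cytotoxic reference compound wells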
KLF5 inh – KLF5 expression inhibitors, primary screen, DLD-1 cells, luminescence; AID 1700, 2009; DLD-1 KLF5 promoter-luciferase reporter; 0.23% of 290,000 active; inhibition, % at 5 µM;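 active = inhibition above a per-plate limit of that plate's mean compound inhibition plus 3 SD, cut at about 60% in these data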;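 also: 0% = DMSO wells and 100% = LY294002 at 200 µM; higher means less KLF5 promoter-driven luciferase light; inactives centre near -14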
aSyn 5UTR inh – MLPCN primary screen, SNCA 5' untranslated region; alpha-synuclein 5'UTR reporter, inhibitor activity; inhibition, % (tested at 7.5 µM); 0.82% of 300,000 active; in the data active = inhibition above about 60%; inconclusive = no clear call, values can overlap the other calls;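 also: H4 neuroglioblastoma cells stably carrying SNCA 5'UTR luciferase fusion; 0% = DMSO wells and 100% = positive control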
HSP90 refold inh – HSP90 inhibitors, primary screen, cell lysate, luminescence. Rabbit reticulocyte lysate, luciferase refolding luminescence, 3 h. AID 1789, 2009. inhibition, % at 5.6 µM. 0.91% of 290,000 active. Heat shock protein HSP 90 (rabbit reticulocyte lysate; luciferase refolding);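 active = inhibition above the screen-wide mean plus 3 SD, computed separately per campaign, cut at about 16% in these data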;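 also: 0% = DMSO wells and 100% = 60 µM geldanamycin wells; inhibitors lower the luminescence because luciferase stays unfolded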
HDAC3 inhib – HDAC3 deacetylase inhibitors, primary screen, biochemical, fluorescence, cell-free homogeneous. recombinant HDAC3, fluorogenic peptide/trypsin coupled. AID 2718, 2010. 0.15% of 320,000 active. inhibition, % at 8.3 µM; in the data active = inhibition above about 26%, passing the limit was not always enough; inconclusive = no clear call, values can overlap the other calls
Target sequence (O15379 whole entry, looked up): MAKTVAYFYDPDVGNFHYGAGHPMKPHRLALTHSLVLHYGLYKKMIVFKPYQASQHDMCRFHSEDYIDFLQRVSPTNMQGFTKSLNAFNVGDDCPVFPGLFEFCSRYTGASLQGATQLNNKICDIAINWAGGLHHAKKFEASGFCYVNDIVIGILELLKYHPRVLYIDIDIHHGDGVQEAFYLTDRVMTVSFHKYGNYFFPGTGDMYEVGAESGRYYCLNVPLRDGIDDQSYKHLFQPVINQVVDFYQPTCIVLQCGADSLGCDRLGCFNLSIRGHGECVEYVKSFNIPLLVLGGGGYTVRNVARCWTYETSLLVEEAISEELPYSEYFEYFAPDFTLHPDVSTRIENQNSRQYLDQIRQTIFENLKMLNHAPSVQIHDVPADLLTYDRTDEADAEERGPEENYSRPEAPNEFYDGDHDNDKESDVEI
HIF act – HIF pathway transcriptional activators, primary screen, cell-based, U2OS HRE-luciferase, luminescence | 0.32% of 300,000 active | activation, % at 7.5 µM (by protocol) | U2OS HRE-luciferase reporter; normalized: DMSO 0%, desferrioxamine 100%;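 active = mean activation of at least 10% of the iron chelator positive control signal, with at least half of replicates also reaching 10%; inconclusive = mean and replicate majority disagree about reaching 10%; inactive = mean and most replicates under 10%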
AI-2 QS modul – Vibrio harveyi AI-2 quorum sensing modulators, primary screen, JMH597 strain, luminescence/OD600 ratio. activity change, % at 7.5 µM. Vibrio harveyi JMH597 AI-2 luminescence/OD600 ratio, 9 h; hits give low values; strain lacks LuxN and CqsS sensors; 0 = neutral-control median. 0.4% of 300,000 active; in the data active = activity change below about -75%, passing the limit was not always enough; inconclusive = no clear call, values can overlap the other calls;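 also: luminescence divided by OD600 gain over 9 h not by final OD600 alone; inactives centre near 13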
HSF1 activator – HSF-1 activators, primary screen, NIH3T3-HGL cells, MG132 stress, luminescence, single point; NIH3T3-HGL HSF-1 luciferase reporter, 8 h; 100% = twice DMSO control signal; activation, % at 9 µM; 1.7% of 300,000 active;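 active = mean replicate activation of at least 50% with a set share of replicates each reaching 50%; inconclusive = only one of those two conditions met; inactive = mean below 50% and too few replicates reaching it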;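 also: 0% = median of the neutral control wells and 100% = twice that signal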
HSF1 inhib – HSF1 inhibitors in luciferase reporter cells, primary screen, cell-based, NIH3T3, luminescence; 0.77% of 300,000 active; NIH3T3-HGL HSE-luciferase, MG132-induced, luminescence 8 h; hits give low values; activity change, negative = inhibition, % at 7.5 µM (by protocol); AID 2098, 2009;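 active = more than half of replicate wells show activity change below -50%, luminescence cut by over half; inconclusive = some wells, but at most half, below -50%; inactive = no replicate well below -50%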;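 also: luciferase reports HSF-1 transcriptional activity via heat shock element; 0% = median of DMSO wells and -100% = zero luminescence signal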
* = called active by the depositor.

Results for COc1ccc(N(CC(=O)NCc2ccco2)S(=O)(=O)c2c(C)nn(C)c2C)cc1 ?
Platelet DG rel: 12; IEC-6 tox: 0; KLF5 inh: 1; aSyn 5UTR inh: -12; HSP90 refold inh: 0; HDAC3 inhib: -1; HIF act: -0.2; AI-2 QS modul: 19; HSF1 activator: 3; HSF1 inhib: 7

How did C(=C\c1nc(-c2ccncc2)no1)/c1ccccc1 do in these assays?
Platelet DG rel: -22; IEC-6 tox: -1; KLF5 inh: -101; aSyn 5UTR inh: -132; HSP90 refold inh: -5; HDAC3 inhib: -2; HIF act: 2.0; AI-2 QS modul: -43; HSF1 activator: 32; HSF1 inhib: 19

What do the screens show for `CCOC(=O)c1sc(=NC(=O)c2ccccc2)n(C)c1C`?
Platelet DG rel: 8; IEC-6 tox: -11; KLF5 inh: -27; aSyn 5UTR inh: -134; HSP90 refold inh: -8; HDAC3 inhib: 2; HIF act: 1.7; AI-2 QS modul: -1; HSF1 activator: 61*; HSF1 inhib: 14

How did Cc1ccccc1N(C(=O)c1csnn1)C(C(=O)NC(C)(C)C)c1ccncc1 (stereo unspecified) do in these assays?
Platelet DG rel: 5; IEC-6 tox: -3; KLF5 inh: 7; aSyn 5UTR inh: -2; HSP90 refold inh: 0; HDAC3 inhib: -3; HIF act: -0.4; AI-2 QS modul: 19; HSF1 activator: 93*; HSF1 inhib: 74

What do the screens show for `Cc1ccc(C(=O)N2CCN(Cc3ccc4c(c3)OCO4)CC2)cc1C`?
Platelet DG rel: -3; IEC-6 tox: 7; KLF5 inh: -49; aSyn 5UTR inh: 18; HSP90 refold inh: 9; HDAC3 inhib: 1; HIF act: 0.1; AI-2 QS modul: 6; HSF1 activator: -1; HSF1 inhib: 1

How did CNc1oc(Cc2ccccc2)nc1S(=O)(=O)c1ccc(Cl)cc1 do in these assays?
Platelet DG rel: -11; IEC-6 tox: -1; KLF5 inh: 2; aSyn 5UTR inh: 16; HSP90 refold inh: -1; HDAC3 inhib: -1; HIF act: -0.2; AI-2 QS modul: 18; HSF1 activator: 0; HSF1 inhib: 7

How did Cc1cc(N2CCN(C(=O)Nc3ccccc3C#N)CC2)c2ccccc2n1 do in these assays?
Platelet DG rel: 4; IEC-6 tox: 10; KLF5 inh: -12; aSyn 5UTR inh: 7; HSP90 refold inh: 0; HDAC3 inhib: 0; HIF act: -1.0; AI-2 QS modul: -3; HSF1 activator: 12; HSF1 inhib: 6

Results for COCC(C)NC(=O)c1cc(-c2ccc(O)cc2)on1 (stereo unspecified) ?
Platelet DG rel: 8; IEC-6 tox: 1; KLF5 inh: -10; aSyn 5UTR inh: -44; HSP90 refold inh: 0; HIF act: 2.0; AI-2 QS modul: 32; HSF1 activator: -44; HSF1 inhib: -33

Results for Cc1ccc(-c2nc3ccccc3c(=O)n2Cc2ccccc2)cc1 ?
Platelet DG rel: 2; IEC-6 tox: -7; KLF5 inh: -26; aSyn 5UTR inh: 12; HSP90 refold inh: -1; HDAC3 inhib: 0; HIF act: -0.5; AI-2 QS modul: 1; HSF1 activator: 0; HSF1 inhib: 4

Results for Cc1cccc(C(C)C)c1NC(=O)C1CCN(S(=O)(=O)c2ccccc2)CC1 ?
Platelet DG rel: 0; IEC-6 tox: -12; KLF5 inh: -9; aSyn 5UTR inh: -8; HSP90 refold inh: -1; HDAC3 inhib: 0; HIF act: -0.5; AI-2 QS modul: 22; HSF1 activator: 10; HSF1 inhib: 6

Results for Cc1cccc(C(=O)NNC(=O)CSc2nnc(C(C)C)n2C)c1 ?
Platelet DG rel: -8; IEC-6 tox: 2; KLF5 inh: 7; aSyn 5UTR inh: 6; HSP90 refold inh: -2; HDAC3 inhib: 1; HIF act: -0.2; AI-2 QS modul: 23; HSF1 activator: 11; HSF1 inhib: 0

Results for CC(C)(C)C(=O)/C=c1\[nH]c(=O)/c(=C\c2ccccc2F)s1 ?
Platelet DG rel: -2; IEC-6 tox: -5; KLF5 inh: -27; aSyn 5UTR inh: -2; HSP90 refold inh: -1; HDAC3 inhib: 2; HIF act: 0.4; AI-2 QS modul: 24; HSF1 activator: 4; HSF1 inhib: -1

How did CCCCOc1ccc(C(=O)Nc2ccc(S(=O)(=O)Nc3cc(C)on3)cc2)cc1OC do in these assays?
Platelet DG rel: 8; IEC-6 tox: 5; KLF5 inh: -7; aSyn 5UTR inh: 37; HSP90 refold inh: 1; HDAC3 inhib: 4; HIF act: -0.3; AI-2 QS modul: 15; HSF1 activator: -9; HSF1 inhib: 2

How did O=C(Nc1nc(-c2ccco2)c(-c2ccco2)s1)c1ccco1 do in these assays?
Platelet DG rel: -4; aSyn 5UTR inh: -26; HDAC3 inhib: 7; HIF act: 1.0; AI-2 QS modul: 9; HSF1 activator: 70*; HSF1 inhib: 72

What do the screens show for `O=S1(=O)C=C(Sc2nc3cc(Cl)ccc3o2)c2ccccc21`?
Platelet DG rel: 1; IEC-6 tox: -4; KLF5 inh: -10; aSyn 5UTR inh: 55; HSP90 refold inh: -3; HDAC3 inhib: -1; HIF act: -7.6; AI-2 QS modul: -48; HSF1 activator: 24; HSF1 inhib: -1

Results for O=C(Cn1cnc2c(cnn2-c2ccccc2)c1=O)NCc1ccccc1 ?
IEC-6 tox: -2; KLF5 inh: -18; aSyn 5UTR inh: -148; HSP90 refold inh: 4; HDAC3 inhib: -3; HIF act: 2.6; AI-2 QS modul: 9; HSF1 activator: -1; HSF1 inhib: 4

Results for CCN(CC)C(=O)COc1ccc(Br)cc1Cl ?
Platelet DG rel: 5; IEC-6 tox: -5; KLF5 inh: -21; aSyn 5UTR inh: 15; HSP90 refold inh: -1; HIF act: 0.9; AI-2 QS modul: 3; HSF1 activator: 34; HSF1 inhib: 3

What do the screens show for `C=CCNC(=O)CN1CCN(Cc2ccc3c(c2)OCO3)CC1`?
Platelet DG rel: -7; IEC-6 tox: -4; KLF5 inh: -32; aSyn 5UTR inh: -10; HSP90 refold inh: -1; HDAC3 inhib: -2; HIF act: 0.5; AI-2 QS modul: 9; HSF1 activator: 3; HSF1 inhib: -15

What do the screens show for `COc1cccc(/C=N/n2cnc3ccccc32)c1OC`?
Platelet DG rel: -2; IEC-6 tox: -3; KLF5 inh: -49; aSyn 5UTR inh: -191; HSP90 refold inh: 4; HDAC3 inhib: 12; HIF act: 3.1; AI-2 QS modul: 18; HSF1 activator: 17; HSF1 inhib: 21

How did O=C(CN1C(=O)NC2(CCCC2)C1=O)Nc1nc2ccc(F)cc2s1 do in these assays?
Platelet DG rel: -7; aSyn 5UTR inh: -46; HDAC3 inhib: -1; HIF act: 1.1; AI-2 QS modul: -46; HSF1 activator: 11; HSF1 inhib: 10

How did COc1ccccc1NC(=S)N1CCN(C(=O)C2CCCO2)CC1 (stereo unspecified) do in these assays?
Platelet DG rel: 5; IEC-6 tox: 1; KLF5 inh: -10; aSyn 5UTR inh: 15; HSP90 refold inh: -1; HDAC3 inhib: -6; HIF act: -0.1; AI-2 QS modul: 14; HSF1 activator: -5; HSF1 inhib: -8

How did COc1cc2cc(CN(Cc3cccs3)C(=S)Nc3ccc(C)cc3)c(=O)[nH]c2cc1OC do in these assays?
Platelet DG rel: 14; IEC-6 tox: 5; KLF5 inh: -3; aSyn 5UTR inh: 41; HSP90 refold inh: -1; HDAC3 inhib: 0; HIF act: -1.2; AI-2 QS modul: 22; HSF1 activator: 34; HSF1 inhib: 32

How did Cc1nc(N2CCc3ccccc3C2)[nH]c(=O)c1Cc1ccccc1 do in these assays?
Platelet DG rel: -1; IEC-6 tox: 0; KLF5 inh: -14; aSyn 5UTR inh: -28; HSP90 refold inh: 0; HDAC3 inhib: 0; HIF act: -0.1; AI-2 QS modul: 23; HSF1 activator: 9; HSF1 inhib: 7

How did FC(F)(F)C1CCCN(c2nsc3ccccc23)C1 (stereo unspecified) do in these assays?
Platelet DG rel: 0; IEC-6 tox: -4; KLF5 inh: -14; aSyn 5UTR inh: 5; HSP90 refold inh: -2; HDAC3 inhib: inconclusive; HIF act: -0.9; AI-2 QS modul: 47; HSF1 activator: -8; HSF1 inhib: -12

Results for NC(=O)c1c(NC(=O)CN2CCN(S(=O)(=O)c3ccccc3)CC2)sc2c1CCC2 ?
Platelet DG rel: -25; aSyn 5UTR inh: -11; HDAC3 inhib: 2; HIF act: 0.2; AI-2 QS modul: 10; HSF1 activator: -13; HSF1 inhib: -5

Results for O=C(NCc1ccc2c(c1)OCO2)c1cnc2n(c1=O)CCS2 ?
Platelet DG rel: -14; IEC-6 tox: -3; KLF5 inh: -13; aSyn 5UTR inh: 9; HSP90 refold inh: -1; HDAC3 inhib: 6; HIF act: -0.5; AI-2 QS modul: -7; HSF1 activator: 5; HSF1 inhib: -3

Results for Cc1cc(C(=O)COc2cccnc2[N+](=O)[O-])c(C)n1-c1ccccc1F ?
Platelet DG rel: 1; IEC-6 tox: -7; KLF5 inh: -30; aSyn 5UTR inh: 67*; HSP90 refold inh: 0; HDAC3 inhib: 3; HIF act: -0.6; AI-2 QS modul: 14; HSF1 activator: -4; HSF1 inhib: -8

Results for CCCN(CC(=O)Nc1ccc(NC(C)=O)cc1)CC(=O)Nc1ccc(F)c(F)c1F ?
Platelet DG rel: 6; IEC-6 tox: 3; KLF5 inh: 4; aSyn 5UTR inh: -22; HSP90 refold inh: 3; HDAC3 inhib: -3; HIF act: 0.3; HSF1 activator: 21; HSF1 inhib: -3

What do the screens show for `C=C(C)CNC(=S)NNC(=O)c1cc(C)oc1C`?
Platelet DG rel: -6; IEC-6 tox: -2; KLF5 inh: -72; aSyn 5UTR inh: -7; HSP90 refold inh: 0; HDAC3 inhib: -2; HIF act: 0.4; AI-2 QS modul: 15; HSF1 activator: -11; HSF1 inhib: -3

Results for O=[N+]([O-])c1ccccc1O[C@@H]1O[C@H](CO)[C@H](O)[C@H](O)[C@H]1O ?
Platelet DG rel: 0; IEC-6 tox: 1; KLF5 inh: -15; aSyn 5UTR inh: 22; HSP90 refold inh: 0; HDAC3 inhib: -16; HIF act: -0.4; AI-2 QS modul: 18; HSF1 activator: 2; HSF1 inhib: 2

How did CCC1CCCCN1S(=O)(=O)c1ccc2[nH]c(=O)ccc2c1 (stereo unspecified) do in these assays?
Platelet DG rel: -1; IEC-6 tox: 0; KLF5 inh: -14; aSyn 5UTR inh: 12; HSP90 refold inh: 0; HDAC3 inhib: -3; HIF act: -0.3; AI-2 QS modul: 10; HSF1 activator: -16; HSF1 inhib: 6

How did COCCn1nnnc1C(c1cccs1)N1CCN(c2cc(C)ccc2C)CC1 (stereo unspecified) do in these assays?
Platelet DG rel: -4; IEC-6 tox: 3; KLF5 inh: -2; aSyn 5UTR inh: -14; HSP90 refold inh: 0; HDAC3 inhib: 0; HIF act: 0.1; AI-2 QS modul: 14

Results for COc1ccc(/C=N/N2C(C)CCCC2C)cc1OC (stereo unspecified) ?
Platelet DG rel: -4; IEC-6 tox: 3; KLF5 inh: -26; aSyn 5UTR inh: -4; HSP90 refold inh: 4; HDAC3 inhib: -2; HIF act: 0.3; AI-2 QS modul: 8; HSF1 activator: -7; HSF1 inhib: 3

Screening data (PubChem)
